Bcl-xL primary: Bcl-xL (human) inhibition; Q07817; 0.7% of 320,000 active; GST-Bcl-xL / FITC-Bim BH3 peptide fluorescence polarization; inhibition, % at 10.9 µM;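 active means inhibition above the mean of all tested compounds plus 3 SD, cutoff set per campaign, cut at about 30% in these data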;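 further: 0% = DMSO wells and 100% = unlabeled Bim-BH3 peptide competitor; inhibitors lower millipolarization by displacing the labeled peptide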
Target sequence (Q07817 whole entry, looked up): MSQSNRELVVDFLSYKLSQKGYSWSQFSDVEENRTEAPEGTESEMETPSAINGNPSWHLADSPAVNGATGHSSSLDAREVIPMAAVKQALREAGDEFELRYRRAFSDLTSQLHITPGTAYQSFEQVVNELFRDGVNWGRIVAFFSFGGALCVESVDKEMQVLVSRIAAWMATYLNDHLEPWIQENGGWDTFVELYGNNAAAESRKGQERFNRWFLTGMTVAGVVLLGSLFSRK
MCL1-BIM inh: disrupts human MCL1 binding to BIM-BH3 peptide; Q07820; GST-MCL1 / FITC-Bim-BH3 fluorescence polarization; inhibition, % at 10.9 µM; 0.68% of 320,000 active; AID 2057;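 active means inhibition above the mean inhibition of all tested compounds plus 3 SD, set per campaign, cut at about 40% in these data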;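 further: 0% = DMSO wells and 100% = unlabeled Bim-BH3 peptide control; higher means more loss of mP so more displacement of Bim peptide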
Target sequence (Q07820 whole entry, looked up): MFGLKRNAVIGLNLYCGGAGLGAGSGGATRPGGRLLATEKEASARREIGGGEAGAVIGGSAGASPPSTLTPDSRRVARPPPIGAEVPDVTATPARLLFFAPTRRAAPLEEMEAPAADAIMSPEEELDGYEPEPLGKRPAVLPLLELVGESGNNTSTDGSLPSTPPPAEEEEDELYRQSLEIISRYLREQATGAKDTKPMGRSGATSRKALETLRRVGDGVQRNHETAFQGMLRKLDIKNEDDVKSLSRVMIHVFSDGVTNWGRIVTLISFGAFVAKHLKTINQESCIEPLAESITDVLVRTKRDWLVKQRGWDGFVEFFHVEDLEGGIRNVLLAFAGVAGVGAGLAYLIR
CR mimetic SO: yeast age-related superoxide inhibition as caloric restriction mimetic; superoxide response (% of plate mean), % at 10 µM; 0.18% of 330,000 active; S. cerevisiae aged cells, superoxide DHE fluorescence; stronger effect = lower value;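 active means superoxide response under a set limit, about three screen SD below normal, cut at about 65% in these data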;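 further: yeast aged for seven days with compound at 30 °C before DHE staining; 100% = average MFI of all compound-treated wells on the plate with controls excluded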
Efflux pump mplx: inhibitors of Candida antifungal efflux pumps expressed in yeast | S. cerevisiae Candida pump triplex, Nile Red efflux | inhibition, % at 10 µM | 0.44% of 330,000 active | AID 485275;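 active means plate passing quality check with inhibition over a set limit, or well fluorescence over plate mean plus 4 SD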;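 further: Nile Red retained in pooled yeast measured as flow cytometry median fluorescence; 0% = buffer negative control and 100% = Enniatin B positive control; higher means more Nile Red kept so more efflux inhibition; some compounds called inactive have numbers as strong as hits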
Fam108B inh: counter-screen for RBBP9 inhibitors: inhibitors of mouse Fam108B; recombinant Fam108B, FP-Rh probe fluorescence polarization; inhibition, % at 9.51 µM; 0.33% of 300,000 active;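 active means inhibition above the screen mean inhibition plus 3 SD, computed separately per campaign, cut at about 18% in these data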;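 further: inhibitors lower polarization as less probe binds the enzyme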
ZTA counter: blocks Epstein-Barr virus ZTA, an EBNA-1 counter-screen | P03206 | ZTA-DNA binding, fluorescence polarization | inhibition, % at 11 µM | 0.15% of 320,000 active | AID 2234; in the data active means inhibition above about 33%
GLD-1 TGE inh: GLD-1-TGE RNA interaction inhibition (C. elegans) | Q17339 | AID 2280 | 0.44% of 320,000 active | purified GLD-1 + fluorescein TGE RNA, fluorescence polarization | inhibition, % at 5.96 µM;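 active means percent inhibition above a per-plate cutoff, the plate mean of test compounds plus 3 SD, cut at about 30% in these data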;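 further: 0% = DMSO wells with GLD-1 and probe and 100% = wells lacking GLD-1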
MEX-5 binding: C. elegans MEX-5 TCR-2 RNA binding activity; activity score (negative = inhibition of binding), % at 10 µM; 0.38% of 300,000 active; Q9XUB2; MEX-5/FITC-TCR2 RNA binding, fluorescence polarization; stronger effect = lower value;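 active means inhibition past about -25% in most replicates, and total fluorescence under double the plate's negative control median, limit read from the data; inconclusive means replicates evenly split on the limit, or fluorescence at least double controls; inactive means too little inhibition in most replicates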;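 further: 0% = DMSO and -100% = 5 µM competing unlabeled TCR2 RNA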
Target sequence (Q9XUB2 whole entry, looked up): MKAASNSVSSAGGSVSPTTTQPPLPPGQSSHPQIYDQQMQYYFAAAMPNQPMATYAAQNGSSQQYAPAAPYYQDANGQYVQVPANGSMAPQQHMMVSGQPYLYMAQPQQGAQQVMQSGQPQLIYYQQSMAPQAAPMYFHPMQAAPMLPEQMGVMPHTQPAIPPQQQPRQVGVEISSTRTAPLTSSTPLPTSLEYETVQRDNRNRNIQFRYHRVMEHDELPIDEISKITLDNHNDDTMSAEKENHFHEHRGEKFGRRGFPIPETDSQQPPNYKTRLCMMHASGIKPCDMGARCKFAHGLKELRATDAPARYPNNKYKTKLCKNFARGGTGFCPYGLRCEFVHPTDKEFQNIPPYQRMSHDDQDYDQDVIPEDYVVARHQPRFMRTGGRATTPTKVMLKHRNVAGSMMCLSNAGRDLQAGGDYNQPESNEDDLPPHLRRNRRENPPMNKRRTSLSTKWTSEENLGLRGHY
EBNA-1 inh: blocks EBNA-1 binding to DNA | EBNA-1 DNA binding, fluorescence polarization | inhibition, % at 14.8 µM | 0.34% of 300,000 active; in the data active means inhibition above about 28%
* = called active by the depositor; u = inconclusive; x = not tested or not shown. Rows are unselected; overall some 2.3% were active at least once.

SMILES	Bcl-xL primary	MCL1-BIM inh	CR mimetic SO	Efflux pump mplx	Fam108B inh	ZTA counter	GLD-1 TGE inh	MEX-5 binding	EBNA-1 inh
Cc1cc(Nc2ccccc2)n(-c2cccc(Cl)c2)n1	1	5	101	0.1	3	0	1	1.2	-2
CC(=O)Nc1ccc(NC(=O)c2cccc3ccccc23)cc1	11	10	108	0.0	4	-19	6	0.5	9
COCCOc1ccc(C(F)(F)F)cc1NC(=O)Cc1ccc(S(=O)(=O)N2CCOCC2)s1	1	3	67	-0.1	1	-2	-3	-0.1	-7
O=C(NCC(=O)N(c1ccccc1F)C(C(=O)NC1CCCC1)c1ccco1)c1ccco1 (stereo not drawn)	-9	-7	100	0.0	-2	2	-4	1.1	-23
CN(C(=O)COC(=O)C1COc2ccccc2O1)C1(C#N)CCCCC1 (stereo not drawn)	2	0	102	0.0	x	-5	9	x	x
CCSc1ncc(CO)c(N)n1	-3	0	106	0.1	1	5	4	1.0	-7
O=C(COc1ccccc1F)Nc1cc(S(=O)(=O)Nc2cccc(Cl)c2)ccc1O	-2	10	82	0.0	x	-7	6	x	x
Cc1ccc(OCC2Cn3c(nc4c3c(=O)[nH]c(=O)n4C)O2)cc1C (stereo not drawn)	2	6	100	-0.2	-4	-8	0	0.0	4
O=C(OCC(=O)N1CCCc2ccccc21)c1ccccc1[N+](=O)[O-]	5	3	122	0.0	-5	-12	-4	-3.6	-8
c1ccc(Oc2cccc(OCCCCN3CCCC3)c2)cc1	8	9	118	0.0	5	-12	7	-3.2	6
O=C(C[n+]1ccc(/C=N/O)cc1)N1CCCCC1	3	2	115	0.1	3	-6	4	-3.3	-6
CCN(CC)c1ccc(C(=O)NC(=S)Nc2cc(S(=O)(=O)N3CCOCC3)ccc2-n2cncn2)cc1	3	4	106	-0.2	1	3	0	1.5	9
CCOc1ccc(C(CC(=O)O)NC(=O)CCCOc2ccc(Cl)cc2C)cc1 (stereo not drawn)	0	-9	101	-0.2	0	5	8	2.5	2
Cc1cccc(N2C(=O)/C(=C\c3ccc(OC(F)F)cc3)c3ccccc3C2=O)c1	-2	-3	99	-1.8	2	9	6	3.2	-5
CCN(CC)CCOc1ccccc1C(C)=O	4	-1	101	0.0	0	-4	0	1.6	-1
O=S(=O)(c1ccc(-c2nnc(SCc3nnc(-c4ccccc4)o3)o2)cc1)N1CCCC1	2	-3	111	-0.1	-1	-5	2	1.6	6
COc1ccc(NC(=O)c2cc(S(=O)(=O)NCC3COc4ccccc4O3)ccc2F)cc1 (stereo not drawn)	-7	-10	120	-0.2	3	-19	7	-1.9	-10
Nc1ccc(Cc2ccc(N)c(C(=O)O)c2)cc1C(=O)O	8	13	94	-0.1	-2	-6	4	-14	-6
O=C(CSc1nnc(-c2ccccc2)n1-c1ccc(Cl)cc1)NNC(=S)Nc1ccccc1	4	6	115	1.5	-1	10	0	2.4	-1
CCCCC(CC)C(=O)Nc1cc(C(=O)NCc2ccc(C)cc2)ccc1N1CCC2(CC1)CC(c1ccccc1)=NO2 (stereo not drawn)	-1	0	87	-0.1	-5	0	1	1.0	6
O=C(NCCCn1ccnc1)Nc1ccc(Cl)cc1Cl	4	6	101	0.2	-1	-6	-2	-0.5	-11
CN(Cc1cccs1)c1ncnc2sccc12	7	4	92	0.2	2	-17	0	1.0	4
COc1ccc(NC(=O)N2CCN(S(C)(=O)=O)CC2)cc1OC	5	5	89	-0.1	2	-4	12	2.2	1
COc1ccc(CCC(=O)NNC(=O)Nc2ccc(OC)c(OC)c2)cc1	-1	1	100	0.1	-2	10	-2	-2.2	4
Cn1nc(-c2ccc(OCC(=O)NCC3CCCO3)cc2)c2ccccc2c1=O (stereo not drawn)	0	-4	100	-0.1	0	9	4	-0.2	3
COc1ccc(NC(=O)C2CCCN(C(=O)Nc3ccc(OC)cc3)C2)cc1 (stereo not drawn)	3	4	117	0.5	-4	1	-5	0.3	-4
COc1ccc(C(=O)Nn2c(SCC(=O)NCC3CCCO3)nc3ccccc3c2=O)cc1 (stereo not drawn)	3	7	106	-0.1	0	7	3	-0.1	9
Brc1ccc(C2C3=C(Nc4ncnn42)c2ccccc2OC3c2ccncc2)cc1 (stereo not drawn)	2	-4	96	0.4	-4	-3	6	1.4	-7
COCCNC(=O)c1cc(C(=O)CC(C)C)c[nH]1	0	-4	116	-0.1	-2	-24	-1	0.5	-7
CCOc1ccc2nc(NC(=O)Nc3cccs3)sc2c1	7	14	86	-0.4	-2	4	6	1.3	12
COc1ccc(CCNC(=O)CSc2ccsc2[N+](=O)[O-])cc1OC	6	15	133	0.0	4	0	-7	1.1	8
CCOc1cc(S(=O)(=O)Nc2ccc(CC)cc2)ccc1Cl	4	2	103	-0.3	-2	11	13	1.3	-8
O=C(Oc1nsnc1N1CCOCC1)N1CCCC1	5	7	99	-0.2	-1	-7	-3	1.5	-6
CC(C)(C)S(=O)(=O)/C(C#N)=N/Nc1ccc(C#N)cc1	5	3	98	-0.3	3	-11	4	1.7	-4
COc1ccc(OC)c(NC(=O)C2CCC(CNc3c(N4CCOCC4)c(=O)c3=O)CC2)c1 (stereo not drawn)	1	5	105	0.0	1	-2	1	-1.2	-13
O=C(NCc1ccco1)c1cnn2c1NC(c1ccccc1)CC2C(F)(F)F (stereo not drawn)	2	5	104	0.0	-2	11	6	0.3	6
CCC1COCCS(=O)(=O)N1Cc1ccccc1C (stereo not drawn)	3	9	103	0.1	-7	5	1	0.3	1
CC(=O)Nc1ccc(C(=S)NCC2(N(C)C)CCCCC2)cc1	-5	-1	119	-0.2	-1	-9	3	0.6	-11
O=C(CSc1nnc(-c2cccs2)n1CC1CCCO1)c1cc2ccccc2o1 (stereo not drawn)	-18	-31	99	-0.1	-1	2	-18	-2.3	5
COc1ccc(CC2(CO)CCN(Cc3c(C)nn(C(C)C)c3C)CC2)cc1	6	8	103	-0.1	-1	8	-3	-3.1	9
CCOCC(=O)Nc1ccc2c(c1)N(S(=O)(=O)c1cccs1)CCC2	6	-1	92	0.0	-4	8	11	-1.4	8
Cc1ccc2oc(=O)c3cc(C(=O)NCc4ccco4)sc3c2c1	5	0	93	-0.1	-9	-13	4	-2.5	-5
CC(O)CN(CCC(N)=O)CCC(N)=O (stereo not drawn)	1	0	107	0.0	-4	10	-1	0.9	5
CCCNC(=O)Cn1nc(C(F)(F)F)c2c1CCC2	3	3	97	0.2	2	-1	2	-1.1	1
CC(Sc1nnc(COc2ccccc2)n1-c1ccccc1)C(=O)O (stereo not drawn)	-5	-6	119	0.1	1	-4	-7	0.5	-11
O=C(Nc1cccc(Cl)c1N1CCCC1)c1ccc(Br)o1	6	3	92	0.1	-4	-3	3	2.8	1
CN(C)S(=O)(=O)N1CCN(c2ccnc3cc(Cl)ccc23)CC1	3	2	93	0.2	0	1	4	-0.6	5
OCCCn1c(CCNc2nc(-c3ccc(Cl)cc3)cs2)nc2cc(C(F)(F)F)ccc21	2	4	98	-0.1	5	-9	-1	0.4	11
CCN1C(=O)CC(N2CCOCC2)C1=O (stereo not drawn)	1	-2	111	0.0	-2	-8	-1	1.3	0
Cc1cccc[n+]1CC(=O)c1ccc(Cl)cc1	7	5	100	0.0	-1	-6	5	1.5	0
COc1ccc(CNC(=O)c2ccc(Br)s2)cc1OC	2	8	98	0.0	-1	-4	6	0.2	8
C/C(N)=C(/C#N)C(=O)CSc1nc2ccccc2n1CC(C)C	3	3	95	-0.2	-1	13	6	-1.1	7
O=C(NCc1ccco1)c1cccc(N2CCCC2=O)c1	7	6	102	-0.2	1	5	5	0.7	-3
CCOC(=O)N1CCC(NC(=O)CCc2ccccc2)CC1	4	7	100	-0.1	-5	15	2	-0.1	4
O=C(CSc1nnc(Cc2ccc(Cl)cc2)o1)Nc1ccccc1	2	4	105	-0.1	2	-30	4	-0.2	-5
COc1ccc(NC(=O)CCCNC(=O)Cn2cnc3sc(C)c(C)c3c2=O)cc1OC	6	14	72	0.2	8	-15	0	0.7	3
O=C(NCc1cccnc1)C1CCCN(Cc2cnn(-c3ccccc3)c2-n2cccc2)C1 (stereo not drawn)	5	4	100	0.0	0	23	9	0.1	-2
O=c1[nH]c2ccc(NC(=S)Nc3ccc(Cl)cc3Cl)cc2[nH]1	10	14	108	-0.1	-3	-4	-2	0.6	-6
COc1ccc(CCNC(=O)CN2CCN(c3cccc(Cl)c3)CC2)cc1OC	9	4	107	-0.1	-3	10	4	1.2	1
N#Cc1c(N)nc(SCc2ccncc2)c(C#N)c1-c1cccs1	1	7	88	-0.1	-2	-4	5	u	-7

4 of the entries above in order of the Bcl-xL primary value, descending:
| Compound | Bcl-xL primary | MCL1-BIM inh | Efflux pump mplx | GLD-1 TGE inh | MEX-5 binding | EBNA-1 inh |
| --- | --- | --- | --- | --- | --- | --- |
| COc1ccc(CCNC(=O)CN2CCN(c3cccc(Cl)c3)CC2)cc1OC | 9 | 4 | -0.1 | 4 | 1.2 | 1 |
| O=C(NCc1ccco1)c1cccc(N2CCCC2=O)c1 | 7 | 6 | -0.2 | 5 | 0.7 | -3 |
| CCN1C(=O)CC(N2CCOCC2)C1=O (stereo not drawn) | 1 | -2 | 0.0 | -1 | 1.3 | 0 |
| CC(Sc1nnc(COc2ccccc2)n1-c1ccccc1)C(=O)O (stereo not drawn) | -5 | -6 | 0.1 | -7 | 0.5 | -11 |

(continued)
SMILES	Bcl-xL primary	MCL1-BIM inh	CR mimetic SO	Efflux pump mplx	Fam108B inh	ZTA counter	GLD-1 TGE inh	MEX-5 binding	EBNA-1 inh
Cc1ccc(-c2nc3c(Cl)cc(Cl)cc3c(=O)n2O)cc1	-1	-5	171	0.5	8	-9	-5	-3.2	-12
COC(=O)C1=C(C)N(CCc2cc(OC)c(OC)c(OC)c2)C(=O)N[C@H]1c1cccs1	1	8	96	-0.1	0	-30	-3	0.0	-13
O=C(C[n+]1cccc(C(=O)Nc2ccccc2)c1)c1ccc([N+](=O)[O-])cc1	0	-5	117	-0.2	-1	-9	21	-1.0	-3
COC(=O)CNC(c1ccccc1)c1cc(Br)ccc1NS(=O)(=O)c1ccc(C)cc1 (stereo not drawn)	-4	-7	84	-0.2	0	-4	4	0.5	-1
COCCCn1c(SCC(=O)NNC(=O)c2cccc(O)c2)nnc1-c1ccncc1	5	-1	88	0.0	-4	8	-3	2.7	-2
CS(=O)(=O)c1nc2c(cc1C#N)CCCC2	-4	-9	100	0.4	-7	8	1	0.4	-18
CC(=O)Nc1ccc(NC(=O)C(C)Oc2ccc(C)nc2[N+](=O)[O-])cc1 (stereo not drawn)	2	5	94	-0.1	x	15	1	x	x
COc1ccc(C(=O)N/N=C/c2ccc(N(C)c3ccccc3)cc2)cc1	3	2	99	-0.1	2	4	-1	-1.0	-6
COc1ccccc1OCc1nnc(SCC(=O)Nc2nnc(C3CC3)s2)n1C	-3	0	91	0.1	1	2	-4	1.6	3
C=C(C)C(=O)Oc1ccc(N2C(=O)[C@@H]3C4C=CC(C4)[C@@H]3C2=O)cc1	-4	-7	102	0.5	-2	-2	3	-0.3	0
O=C(O)CCC(=O)N1N=C(c2ccccc2)CC1c1ccc(Br)cc1 (stereo not drawn)	1	-7	94	0.0	0	12	5	-0.9	2
O=C(Nc1cccnc1)C1COc2ccccc2O1 (stereo not drawn)	6	9	84	0.0	0	1	-3	5.6	3
CC(=O)c1cn(CCOc2ccccc2C)c2ccccc12	-1	-7	116	-0.1	-4	-24	9	2.7	-1
COc1ccc(CNC(=O)C2CSC(c3ccc(OC)cc3)N2C(C)=O)cc1 (stereo not drawn)	2	-5	96	0.0	-1	4	-8	0.2	11
COc1ccc(C(=O)Nc2ccc3nc(C)c(C)nc3c2)cc1	7	4	88	-0.1	-4	-19	-1	-1.2	1

Screens deposited in PubChem BioAssay by several laboratories.
